# Screening data (PubChem BioAssay)
# TWEAK-Fn14 inh = blocks TWEAK-Fn14 interaction in a reporter cell assay | TWEAK-stimulated Fn14 reporter cells, luciferase luminescence, 8 h | inhibition, % at 10 µM | 360,000 compounds, 2% hits | AID 1159606; in the data active means inhibition above about 50%
# SRC2 inh = human SRC2 (NCOA2) inhibition. AID 651957. 370,000 compounds, 0.17% hits. HEK293 GAL4-SRC2 luciferase reporter, luminescence. Q15596. inhibition, % at 9 µM;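 active means inhibition above the mean inhibition of all tested compounds plus 3 SD, set per campaign, cut at about 52% in these data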;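 further: 0% = DMSO treated cells and 100% = cells given Gossypol at 36 µM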
# TROY NFkB inh = blocks TROY-dependent signaling in reporter cells | inhibition, % at 10 µM | AID 1347056 | 360,000 compounds, 0.98% hits | Q293 LMP1-TROYcd NF-kB luciferase reporter, 4 h;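 active means compounds whose plate-normalised and pattern-corrected inhibition of the luciferase reporter signal at the single screening dose is 50% or more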
# EBV LMP1 NFkB = reduces LMP1-driven NF-kappaB luciferase signal; LMP1-induced NF-kappaB luciferase reporter cells, luminescence; inhibition, % at 12.5 µM; 350,000 compounds, 0.69% hits; in the data active means inhibition above about 41%;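 further: 0% = neutral control wells and 100% = reference inhibitor control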
# NR2F2 inh = NR2F2 (human) inhibition, primary screen | HEK293T NGFI-A luciferase reporter, luminescence | P24468 | inhibition, % at 8.6 µM | 370,000 compounds, 0.7% hits;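 active means inhibition above a per-plate cutoff, mean inhibition of test wells between control levels plus 3 SD, cut at about 38% in these data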;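 further: cells cotransfected with COUP-TFII expression vector driving the NGFI-A reporter; 0% = median of COUP-TF2 test wells and 100% = reporter-only cells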
# NOD2 RIPK2 PPI = NOD2-RIPK2 protein interaction inhibition; AID 624267; O43353; 360,000 compounds, 0.38% hits; inhibition, % at 4.98 µM; CHO BLA complementation NOD2-RIPK2, CCF4 ratio; in the data active means inhibition above about 21%;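 further: 0% = vehicle only and 100% = reference blocker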
# NCOA1 inh = inhibits human SRC1 coactivator. inhibition, % at 3.6 µM. 360,000 compounds, 0.12% hits. AID 588354. Q15788. HEK293 GAL4-SRC1 luciferase reporter, luminescence;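 active means inhibition above the campaign mean plus 3 SD, with each screening campaign given its own cutoff, cut at about 60% in these data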;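 further: 0% = DMSO treated cells and 100% = gossypol at 36 µM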
# Target sequence (Q15788 whole entry, looked up, the tested form may be a part): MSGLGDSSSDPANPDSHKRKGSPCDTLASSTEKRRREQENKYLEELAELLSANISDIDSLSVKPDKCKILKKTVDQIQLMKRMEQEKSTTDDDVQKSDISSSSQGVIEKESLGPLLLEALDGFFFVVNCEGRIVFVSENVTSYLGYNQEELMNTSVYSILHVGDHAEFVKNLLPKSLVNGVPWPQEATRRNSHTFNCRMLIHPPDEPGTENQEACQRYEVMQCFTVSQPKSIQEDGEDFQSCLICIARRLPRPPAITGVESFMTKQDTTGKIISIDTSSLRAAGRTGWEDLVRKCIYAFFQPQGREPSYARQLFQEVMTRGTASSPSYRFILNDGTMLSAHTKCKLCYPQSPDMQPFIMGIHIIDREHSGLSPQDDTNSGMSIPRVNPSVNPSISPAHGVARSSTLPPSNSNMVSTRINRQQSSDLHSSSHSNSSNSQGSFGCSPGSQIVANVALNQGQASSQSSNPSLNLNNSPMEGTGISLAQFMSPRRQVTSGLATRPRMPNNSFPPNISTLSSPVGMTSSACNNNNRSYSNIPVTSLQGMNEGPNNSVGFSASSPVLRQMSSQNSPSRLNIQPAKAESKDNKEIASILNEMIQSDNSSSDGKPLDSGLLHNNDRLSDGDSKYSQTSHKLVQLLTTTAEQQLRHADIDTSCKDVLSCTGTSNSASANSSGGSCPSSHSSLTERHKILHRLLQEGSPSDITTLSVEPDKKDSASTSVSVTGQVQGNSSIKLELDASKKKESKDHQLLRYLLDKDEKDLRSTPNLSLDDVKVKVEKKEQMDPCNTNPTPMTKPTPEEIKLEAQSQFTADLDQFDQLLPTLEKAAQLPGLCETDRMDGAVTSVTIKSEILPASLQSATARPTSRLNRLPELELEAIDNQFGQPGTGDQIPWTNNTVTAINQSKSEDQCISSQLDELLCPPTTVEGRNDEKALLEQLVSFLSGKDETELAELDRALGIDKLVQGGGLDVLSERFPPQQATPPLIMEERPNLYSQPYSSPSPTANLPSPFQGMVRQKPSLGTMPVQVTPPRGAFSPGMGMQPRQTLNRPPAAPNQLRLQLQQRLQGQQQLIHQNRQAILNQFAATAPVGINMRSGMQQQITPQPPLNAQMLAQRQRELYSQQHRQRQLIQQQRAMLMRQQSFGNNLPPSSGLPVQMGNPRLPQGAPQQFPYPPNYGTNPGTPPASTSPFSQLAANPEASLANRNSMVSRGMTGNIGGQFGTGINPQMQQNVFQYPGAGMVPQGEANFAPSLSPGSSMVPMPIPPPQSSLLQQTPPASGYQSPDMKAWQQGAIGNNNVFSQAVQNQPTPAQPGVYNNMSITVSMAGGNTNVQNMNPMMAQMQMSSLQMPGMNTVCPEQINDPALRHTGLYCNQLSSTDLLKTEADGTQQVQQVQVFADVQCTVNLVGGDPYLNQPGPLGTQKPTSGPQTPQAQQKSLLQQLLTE
# TLR9-MyD88 inh = blocks human TLR9 binding to MyD88. AID 504734. inhibition, % at 4.98 µM. 340,000 compounds, 0.21% hits. CHO BLA complementation TLR9-MyD88, CCF4 FRET ratio. Q9NR96+Q99836;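 active means inhibition above the mean over all tested compounds plus 3 SD, cut at about 21% in these data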;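 further: 0% = DMSO only wells and 100% = clavulanate BLA inhibitor control wells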
# LRH-1 inv ag = inverse agonists of human LRH-1 (NR5A2); HEK293T StAR-luciferase reporter, LRH-1 transfected, 24 h; inhibition, % at 3.6 µM; 360,000 compounds, 0.13% hits; AID 602396;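 active means inhibition above the mean inhibition of all tested compounds plus 3 SD, cut at about 73% in these data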;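 further: 0% = DMSO wells and 100% = reporter-only cells lacking LRH-1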
# SRC3 inh = inhibitors of human steroid receptor coactivator 3 (SRC3); inhibition, % at 3.6 µM; 360,000 compounds, 0.17% hits; Q9Y6Q9; HEK293 GAL4-SRC3 luciferase reporter, luminescence;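 active means inhibition above a per-campaign cutoff, the mean of all compounds plus 3 SD, cut at about 60% in these data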;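 further: 0% = DMSO-treated cells and 100% = gossypol-treated cells at 36 µM; higher means less SRC3-driven luciferase light from the GAL4 reporter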
# C8 TRAIL sens = sensitizes caspase-8 expressing cells to TRAIL; AID 624354; inhibition (viability loss, TRAIL sensitization), % at 10 µM; 360,000 compounds, 1% hits; NB7+C8 cells + TRAIL, ATPlite viability luminescence;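 active means compounds causing at least 50% loss of cell viability in the single-dose screen, relative to plate controls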
# * marks the source's active call; other numbers are inactive results; . = not tested or not shown. An excerpt; rates above refer to the full screens.
compound	TWEAK-Fn14 inh	SRC2 inh	TROY NFkB inh	EBV LMP1 NFkB	NR2F2 inh	NOD2 RIPK2 PPI	NCOA1 inh	TLR9-MyD88 inh	LRH-1 inv ag	SRC3 inh	C8 TRAIL sens
CCOC(=O)c1sc(=NC(=O)c2cccc(Br)c2)n(C)c1C	-30.3	5.0	-21.4	-28.1	-9.8	-0.7	-34.7	-2.6	-13.3	-19.5	-6.2
Cc1ccc(NC(=O)Cn2nc(-c3ccco3)ccc2=O)cc1Cl	-3.3	14.7	19.3	2.4	-8.1	2.6	-4.2	1.4	7.2	2.6	-11.0
COc1ccc(Cn2c(=O)[nH]c3cc(C(=O)N4CCN(c5ccc(C(C)=O)cc5)CC4)ccc3c2=O)cc1	-18.7	-15.7	35.6	25.8	18.4	-2.9	-2.6	-6.0	11.3	8.7	20.3
Cc1cc(C)n(-c2cc(-n3nc(C)cc3C)ncn2)n1	-15.8	-22.8	-32.2	-7.0	-20.9	0.7	6.8	-0.4	4.5	8.5	15.6
Cc1cccc(NS(=O)(=O)c2ccc3c(c2)CCN3C(=O)CCC(=O)O)c1	3.9	-16.8	8.1	-4.4	-11.7	-6.4	1.8	-6.0	14.3	3.6	-11.6
CCCn1nnnc1SCC(=O)c1ccc2c(c1)OCCO2	0.1	-49.9	-34.8	-10.4	-6.2	4.3	-20.1	1.3	-1.9	-30.2	-5.8
COc1cc2cc(CN(Cc3ccc4c(c3)OCO4)C(=O)c3ccco3)c(=O)[nH]c2cc1OC	-7.5	6.5	14.1	-0.1	17.6	4.6	13.1	-22.1	-10.7	-2.4	2.1
CS(=O)(=O)N1Cc2cc(C(=O)NCC3CC3)nc(-c3cccc(-c4cccnc4)c3)c2[C@H]1CCO	-3.5	1.6	15.5	.	-1.6	0.3	.	.	-5.6	.	7.9
CCOc1ccc(NC(=O)Nc2ccc3c(c2)N(C)C(=O)CS3)cc1	25.0	11.7	20.6	3.5	20.0	-4.7	15.5	-9.6	10.2	1.2	2.6
Cc1ccc(N(Cc2ccccc2)C(=O)c2ccc(F)c(S(=O)(=O)N3CCOCC3)c2)cc1	6.5	-10.5	7.6	-6.6	6.9	5.1	-2.3	7.2	-0.9	-2.5	-0.7
Cc1csc2ncc(C(=O)N3CCCc4ccccc43)c(=O)n12	6.0	-0.2	-1.2	-9.0	1.1	4.9	-13.7	-11.6	0.9	3.1	1.3
O=C(O)c1nccnc1C(=O)N1CCN(c2ccccc2)CC1	0.6	14.3	12.4	-10.8	-4.6	-11.0	17.3	6.5	16.1	13.1	-5.5
CC(=O)Nc1ccccc1C(=O)C(=O)Nc1cccc(C(=O)NCC2CCCO2)c1 (configuration not stated)	-3.3	1.6	-22.1	9.9	11.4	1.2	10.0	-4.0	-0.1	15.4	-3.9
CCOC(=O)C1=NN(c2cccc(C)c2)C2(S1)SC(C(C)=O)=C(C)N2c1ccccc1 (configuration not stated)	1.0	-14.4	-17.5	1.7	-8.5	6.9	-1.7	-2.2	-6.7	13.2	-2.8
CC(Oc1cccnc1[N+](=O)[O-])C(=O)N1CCc2ccccc21 (configuration not stated)	-2.3	4.8	-5.1	6.6	14.3	-23.2	6.2	-4.7	7.1	27.9	2.4
CC(C)[C@H](NC(=O)Nc1cccc(C(F)(F)F)c1)C(=O)O	3.6	-13.0	4.0	-3.9	-5.3	-0.3	-6.5	-8.6	6.3	3.2	-5.5
O=C(CNc1cc(S(=O)(=O)N2CCOCC2)ccc1N1CCOCC1)Nc1cccc(C(F)(F)F)c1	-15.4	-24.9	-1.1	1.3	3.9	-6.3	1.6	6.3	23.4	13.5	-5.7
COc1cc2c(cc1OC)C(COc1cccc(C(F)(F)F)c1)NCC2 (configuration not stated)	-5.2	27.4	13.2	3.1	-26.0	9.9	-3.2	-1.6	8.8	13.4	-0.2
Cc1nn(CC(=O)NC(C)C(C)C)c(C)c1S(=O)(=O)N1CCCCC1 (configuration not stated)	11.7	-19.9	-10.0	3.6	-2.9	-4.9	6.5	-0.1	16.3	6.8	-9.8
Cc1ccc(C(=O)NC2CCS(=O)(=O)C2)cc1S(=O)(=O)N1CCOCC1 (configuration not stated)	-4.7	-15.4	-21.3	-2.9	-3.6	0.2	10.5	4.0	2.3	19.1	-12.8
Cc1cc(SCC(=O)Nc2ccc(O)cc2)n2ncc(-c3ccccc3)c2n1	16.6	-4.4	26.9	-5.5	-10.0	-3.4	-15.2	5.8	-11.4	3.0	16.9
Nc1ncn(C(=S)Nc2ccccc2)n1	7.3	-26.7	-7.2	1.4	-5.5	6.4	13.6	11.2	-20.1	-4.8	-7.9
CCc1ccc(Nc2nnc(SC(C)C(=O)NC3CC3)s2)cc1 (configuration not stated)	-18.1	-12.7	-17.2	-2.8	-0.2	-3.5	-22.2	-4.9	-10.8	-12.1	-6.3
CCCCNc1ccc(C(CC(N)=O)NC(=O)Cc2ccc(Br)cc2)cc1[N+](=O)[O-] (configuration not stated)	-10.4	-3.6	-23.1	14.7	0.6	-6.2	3.6	5.0	-1.1	-1.1	0.3
Nn1c(SCc2ccccc2)nc2c(cnn2-c2ccccc2)c1=O	-1.1	-42.1	-47.3	-18.6	-26.2	-4.4	-74.9	11.0	-84.8	-86.3	-1.2
O=C(Nc1cccc(Cl)c1)OCc1cn(-c2ccccc2)nn1	-4.6	-23.8	-19.8	3.4	20.0	0.8	-10.9	-1.1	-7.3	-4.1	-1.0
COc1ccc(OC)c(CCNC(=O)CCc2cn(C)c3ccccc23)c1	-23.4	0.0	-3.6	1.9	21.4	-1.5	5.5	-1.1	0.7	-2.7	-8.4
O=C(O)CCC(=O)Nc1ccc(/C=C/C(=O)C2CC2)cc1	10.1	-10.0	6.3	-1.0	14.3	3.3	-11.1	-5.0	-36.2	18.5	-6.1
NC(=O)c1cc2ccc(O)cc2oc1=NCc1ccccc1	30.6	-36.7	-13.3	27.3	-40.6	-67.2	-94.9	-107.4	-22.8	-9.0	-1.6
Cc1nc(-c2cccc(NS(=O)(=O)c3ccccc3)c2)cs1	1.1	-4.4	-13.6	-10.2	-12.6	-4.8	-20.7	-7.4	2.2	11.4	15.3

# More results follow.
compound	TWEAK-Fn14 inh	SRC2 inh	TROY NFkB inh	EBV LMP1 NFkB	NR2F2 inh	NOD2 RIPK2 PPI	NCOA1 inh	TLR9-MyD88 inh	LRH-1 inv ag	SRC3 inh	C8 TRAIL sens
COc1cc(F)ccc1-c1csc(C(C)(NC(C)=O)c2ccccc2)n1 (configuration not stated)	-4.2	-5.2	-10.9	.	15.4	-2.7	12.3	.	17.6	-11.3	-0.2
O=C(CSc1ccc(-c2ccncc2)nn1)c1ccc(Cl)cc1	-10.6	-2.6	5.2	7.0	-1.4	-12.1	-4.0	5.9	7.8	8.8	-16.5
CCOC(=O)/C(C(=O)Nc1ccccc1Br)=C1/NC(C)(C)Cc2ccccc21	-14.1	-9.7	16.4	5.7	5.7	-2.8	-30.8	-3.1	2.3	17.9	-22.6
COC(=O)c1ccccc1NC(=O)C1CCN(c2ncnc3c2nc2n3CCCCC2)CC1	-12.6	14.8	4.8	1.4	-10.4	1.4	1.0	3.1	-6.8	-9.9	5.5
COc1ccc(-c2noc(CCC(=O)N(C)c3cccc(C)c3)n2)cc1	9.8	-13.8	8.2	-10.4	-3.4	-14.1	-2.3	-6.3	-14.7	13.3	-8.2
O=C(c1ccc2nc(N3CCOCC3)sc2c1)N1CCC(Cc2ccccc2)CC1	12.6	14.6	20.4	13.3	8.2	12.0	-18.3	-5.1	-7.6	5.0	12.1
Cc1ccccc1NC(=O)Cc1nnc(SCC(=O)NC2=NCCS2)n1C	-14.0	-25.9	4.1	-6.5	8.8	-18.2	-10.1	-3.9	1.5	-2.5	-9.6
COc1ccnc(Oc2ccc(C)cc2C)c1C#N	-30.1	-25.6	-29.9	-10.1	-30.8	0.3	-2.7	-0.1	-57.6	-33.4	26.8
CCOc1cc(/C=C2\SC(=N)N(c3nonc3N)C2=O)ccc1OCC(N)=O	-2.2	6.0	16.5	-3.2	6.4	2.6	-16.1	-3.4	-6.6	21.6	-7.1
CCOC(=O)Cn1ncc2c(=O)oc3ccccc3c21	-28.4	5.6	6.3	-14.8	-1.9	-12.0	4.6	-10.9	0.8	0.4	-5.8
Cc1ccc(CNC(=O)Cn2ncn3cccc3c2=O)cc1	13.9	-47.7	-29.0	-5.0	-20.3	-7.7	-13.0	3.2	-13.5	-24.7	10.4
O=C(NCc1ccco1)C1CCCN(S(=O)(=O)c2ccc(Br)cc2)C1 (configuration not stated)	11.8	-11.2	7.0	-3.8	5.0	-3.0	-0.3	-3.3	10.3	10.2	-2.0
CC1(C(=O)NCc2ccccc2)CCC(=O)N1CCOc1ccccc1 (configuration not stated)	-17.9	-8.5	9.4	.	-3.0	-1.8	-3.7	.	8.6	18.1	8.9
ClCCCc1cn(C[C@H]2CC[C@@H]([C@@H]3CC[C@H](Cn4cc(CCCCl)nn4)O3)O2)nn1	6.8	2.0	-9.2	23.3	2.3	2.0	-2.1	-6.4	8.7	0.9	7.7
COc1ccc(CN/C=C2\CCCCC2=O)cc1	-3.5	.	-7.1	-2.6	.	-16.7	-11.8	-1.3	18.4	8.6	-1.1
Cc1ccc(NC(=O)CSc2ncc3ccccn23)cc1C	-7.5	-29.6	8.0	-13.7	4.1	-7.6	-52.2	-5.2	-40.3	-33.7	6.7
CCN(CC)c1ccc(S(=O)(=O)N2CCCCC2)cc1NC(=O)C1CSC2(C)CCC(=O)N12 (configuration not stated)	-14.1	-33.7	-5.3	2.0	31.2	-10.1	-0.8	-9.6	5.5	17.8	0.3
O=C(O)c1ccccc1-c1cn2cc(Cl)ccc2n1	-14.2	-12.0	-40.4	-13.3	-15.9	-1.5	-27.9	-1.8	-38.5	-15.6	21.6
CC[C@@H]1C(c2ccccc2)=NN(c2ccccc2)[C@H]1C(=O)N1CCOC1=O	10.3	9.6	-6.0	0.7	-9.2	11.8	-26.3	3.3	-3.9	-10.8	-11.9
O=C(c1cc2ccccc2o1)N1CCN(c2ccccn2)CC1	-8.0	3.4	-11.8	-3.0	9.2	2.1	-18.6	4.5	-11.3	12.9	2.6
O=C(NCc1ccccc1)C(c1ccccc1)n1c(C2CC2)nc2ccccc21 (configuration not stated)	.	-54.8	.	.	-44.9	1.1	.	.	-119.4	.	20.6
Cc1cc(CN(C)C(=O)C2CCC(=O)N(CCc3cccc(F)c3)C2)on1 (configuration not stated)	7.1	-3.6	1.8	-7.4	-6.6	-11.4	-11.5	-5.3	-0.1	-25.0	5.7
C=CCOc1ccc(/C=C2\SC(=S)N(N3CCOCC3)C2=O)cc1	-15.1	-61.7	25.9	-3.0	-29.4	2.5	7.8	12.2	0.6	-21.2	37.6
COc1cc(OC)cc(C(=O)Nc2nnc(Cc3ccc(OC)c(OC)c3)s2)c1	2.2	-8.5	-0.4	-14.2	-1.1	-7.7	-68.6	2.7	13.3	2.2	-1.9
